TRPC4 inh – TRPC4 (mouse) channel inhibition. Q9QUQ5. HEK293 TRPC4beta/mu-opioid, DAMGO-evoked Fluo4 calcium flux; active compounds read low. B-score at 10 µM. 300,000 compounds, 0.39% hits. AID 2247;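 active means B-score over 3 SD under the library average, no early fluorescence shift, positive overall ratio signal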
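Assay system: TRPC4beta/mu-opioid receptor HEK293 cell line; compound dosing: single concentration per test compound; detection: Fluo4 Ca2+ flux fluorescence; evaluation: per-well B score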
MrgX1 antag – antagonists of human MrgX1 receptor; AID 588676; 310,000 compounds, 1.3% hits; Q96LB2; B-score at 10 µM; MRGX1-HEK293 calcium flux, Fluo-4, BAM8-22 antagonism; active compounds read low;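 active means calcium-response B-score plate-corrected more than 3 library SD below zero, starting fluorescence within 5 deviations, no agonist response on first addition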;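 further: peak minus trough fluorescence over baseline after final BAM8-22 challenge near maximal dose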
MrgX1 agonist – activates human MrgX1 receptor signaling; Q96LB2; MrgX1-HEK293 cells, Fluo-4 calcium fluorescence, agonist mode; active compounds read high; B-score at 10 µM; 310,000 compounds, 0.44% hits; AID 588627;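 active means calcium response B-score plate-corrected fluorescence ratio at least 3 library SD, with starting fluorescence B-score inside 5 SD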
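Test system: HEK293 cells stably expressing human MrgX1 receptor; amount: 15,000 cells per well; doses: compound delivered in addition one of three; times: overnight plating before 1 h dye loading; detection: Fluo-4 NW calcium-flux fluorescence, kinetic read; read-out basis: B-scored fluorescence response ratio; controls: positive and negative controls per plate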
TRPC6 act – mouse TRPC6 channel activation; HEK293-TRPC6 membrane potential dye fluorescence; active compounds read high; 310,000 compounds, 0.13% hits; B-score at 10 µM; Q61143;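 active means B-score of the integrated fluorescence ratio above library mean plus 3 SD, and starting fluorescence ratio within library mean plus 5 SD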;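 further: higher score means more depolarization so channel activation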
Target sequence (Q61143 whole entry, looked up): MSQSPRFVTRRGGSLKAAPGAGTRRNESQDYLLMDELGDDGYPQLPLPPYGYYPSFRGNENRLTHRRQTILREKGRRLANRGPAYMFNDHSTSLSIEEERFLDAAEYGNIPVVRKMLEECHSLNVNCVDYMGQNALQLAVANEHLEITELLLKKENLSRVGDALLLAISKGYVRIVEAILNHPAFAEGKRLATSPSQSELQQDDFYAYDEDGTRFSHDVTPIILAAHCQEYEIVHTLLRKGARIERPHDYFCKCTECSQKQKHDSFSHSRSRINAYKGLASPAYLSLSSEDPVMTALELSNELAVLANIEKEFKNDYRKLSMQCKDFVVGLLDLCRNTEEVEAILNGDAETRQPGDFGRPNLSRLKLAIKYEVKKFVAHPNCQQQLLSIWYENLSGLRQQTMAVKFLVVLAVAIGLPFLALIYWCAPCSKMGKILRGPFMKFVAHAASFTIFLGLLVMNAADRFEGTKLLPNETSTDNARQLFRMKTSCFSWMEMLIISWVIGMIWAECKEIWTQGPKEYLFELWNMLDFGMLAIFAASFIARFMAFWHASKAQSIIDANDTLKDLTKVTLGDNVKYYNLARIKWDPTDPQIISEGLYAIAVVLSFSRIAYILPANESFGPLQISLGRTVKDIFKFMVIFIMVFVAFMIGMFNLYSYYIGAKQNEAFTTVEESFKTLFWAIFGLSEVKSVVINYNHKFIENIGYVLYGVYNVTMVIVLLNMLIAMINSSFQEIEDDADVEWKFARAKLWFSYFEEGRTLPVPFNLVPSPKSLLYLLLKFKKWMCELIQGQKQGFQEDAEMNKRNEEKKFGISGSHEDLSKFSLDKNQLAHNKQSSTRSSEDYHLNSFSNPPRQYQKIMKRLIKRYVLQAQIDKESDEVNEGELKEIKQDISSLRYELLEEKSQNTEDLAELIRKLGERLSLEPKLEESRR
TRPC4 act – TRPC4 (mouse) channel activation | HEK293 TRPC4beta/mu-opioid, Fluo4 calcium fluorescence; active compounds read high | B-score at 10 µM | 310,000 compounds, 0.49% hits | Q9QUQ5;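 active means B-score above 5 SD of library B-scores, and initial fluorescence ratio not above library mean plus 5 SD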;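 further: positive B-score marks a calcium rise read as TRPC4 activation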
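System – HEK293 cells stably co-expressing mouse TRPC4beta and mu-opioid receptor · Signal – Fluo4 calcium-sensitive dye fluorescence, kinetic, 1 Hz baseline · Benchmarks – buffer (low) and maximal DAMGO (high) · Read-out – B score of integrated fluorescence ratio per well · Incubation – dye loading 45 min room temperature, 110 s kinetic read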
SKKanGAS inh – blocks kanamycin growth of S. pyogenes SKKanGAS strain; BacTiter-Glo, 6 h; inhibition, % at 7.5 µM; AID 1662; 300,000 compounds, 1.3% hits;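 active means mean replicate score, as percent of positive control median, at least 50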;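 further: strain carries kanamycin resistance gene driven by streptokinase promoter and grows in 40 µg/ml kanamycin; loss of luminescence reflects streptokinase promoter inhibition or plain growth inhibition; 0% = median of DMSO wells and 100% = positive control at its reference dose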
TMEM16A inh – mouse TMEM16A channel inhibition, primary screen | 310,000 compounds, 1.2% hits | Q8BHY3 | normalized B-score (activity score, 25-100; higher = stronger inhibition) at 10 µM | HEK293 TMEM16A/YFP iodide influx fluorescence, ionomycin;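 active means ratio plate-corrected score three or more library SD toward inhibition, starting fluorescence score within five deviations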;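 further: score derived from kinetic fluorescence span divided by baseline fluorescence per well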
TMEM16A act – activates or potentiates the mouse TMEM16A chloride channel | Q8BHY3 | HEK293 TMEM16A/YFP-H148Q/I152L, iodide quench fluorescence; active compounds read low | B-score at 10 µM | 340,000 compounds, 0.3% hits | AID 623877;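 active means fluorescence-ratio B-score plate-corrected deviation score at least 3 library SD below zero, with starting fluorescence score within 5 deviations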;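 further: channel opened by trigger with iodide after compound preincubation; score built on the fluorescence ratio of max minus min over baseline; more negative score means more quench and so TMEM16A activation or potentiation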
TRPC4 PAM – allosterically enhances the mouse TRPC4 cation channel; B-score at 10 µM; HEK293 TRPC4beta/mu-opioid, DAMGO EC20, Fluo-4 Ca2+ flux; active compounds read high; 310,000 compounds, 0.42% hits; AID 2227;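 active means B-score of calcium response area above 5 SD of library B-scores, with initial fluorescence ratio within 5 SD of library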;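 further: B-score of integrated fluorescence ratio over time as area under calcium response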
TRPC6 inh – blocks the mouse TRPC6 cation channel | Q61143 | HEK293-TRPC6, membrane potential dye, ACh-evoked depolarization; active compounds read low | B-score at 10 µM | 310,000 compounds, 1.1% hits | AID 2553;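 active means B-score under library mean minus 3 SD, initial fluorescence not abnormally high, positive integrated signal ratio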;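 further: B-score derived from integrated fluorescence ratio over the kinetic read; more negative B-score means stronger inhibition of depolarization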
MrgX1 allo act – human MrgX1 positive allosteric modulation, primary screen; Q96LB2; MrgX1-HEK293, Fluo-4 calcium flux, FDSS; active compounds read high; B-score at 10 µM; 310,000 compounds, 0.63% hits;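 active means plate-corrected calcium response at least 3 library SD above typical, normal starting fluorescence, not activating the receptor alone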;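 further: compound read alongside a low EC10 to EC30 dose of BAM8-22 agonist; peak minus trough fluorescence over baseline measured at the second addition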
Numbers without * were called inactive; i = inactive; x = not tested or not shown.

SMILES	TRPC4 inh	MrgX1 antag	MrgX1 agonist	TRPC6 act	TRPC4 act	SKKanGAS inh	TMEM16A inh	TMEM16A act	TRPC4 PAM	TRPC6 inh	MrgX1 allo act
COc1ccc(N=C(c2ccccc2)c2c(C)[nH]n(-c3ccccc3)c2=O)c(OC)c1	i	i	i	i	i	28	i	i	i	i	i
C=C(C)C(C)(C#CCN1CCCC1)OC(C)=O (configuration not stated)	i	i	i	i	i	-4	i	i	i	i	i
Cc1ccc(C(=O)NC2CCN(C(=O)NC3CCCCC3)CC2)cc1	i	x	x	i	i	-1	x	i	i	i	x
CCOC(=O)c1c(C)nc(C)c(C(=O)OCC)c1-c1ccccc1	i	i	i	i	i	4	i	i	i	i	i
COc1ccc(-c2nnc(SCC(=O)N3CCCC3)o2)cc1OC	i	i	i	i	i	-7	i	x	i	i	i
CN(C)S(=O)(=O)N1CCc2ccccc21	i	i	i	i	i	-2	i	i	i	i	i
COC(=O)c1c(NC(=O)c2ccccc2)sc2c1CC(C)(C)NC2(C)C	i	i	i	i	i	3	i	i	i	i	i
COc1cc(C(=O)N2CCN(C/C=C/c3ccccc3)CC2)cc(OC)c1C	i	i	i	i	i	4	i	i	i	i	i
O=C(Nc1ccccc1C(=O)O)c1cc(S(=O)(=O)N2CCOCC2)cs1	i	i	i	i	i	-8	i	i	i	i	i
CCN(CC)C(=O)CN(c1cc2c(cc1OC)oc1ccccc12)S(=O)(=O)c1ccccc1	x	-9.1*	i	x	x	14	100*	i	x	x	i
COc1ccc(CNC(=O)C(=O)NCc2cccnc2)cc1	i	i	i	i	i	-21	i	i	i	i	i
Cc1ccc(NC(=O)CSCC(=O)N(C)CC(=O)Nc2cccc(F)c2)cc1	i	i	i	i	i	-13	i	i	i	i	i
Cc1cc(C)nc(N(C#N)Cc2ccc(Br)cc2)n1	i	i	i	i	i	-4	i	i	i	i	i
CCCOc1ccc(/C=N/NC(=O)CSc2ccccn2)cc1OC	i	i	i	i	i	-2	i	i	i	i	i
Cc1ccc(NC(=O)c2ccccc2NC(=O)c2cccnc2)cc1	i	i	i	i	i	-8	i	i	i	i	i
N#C/C(=C/c1cn[nH]c1-c1ccc(Br)cc1)C(=O)O	i	i	i	i	i	0	i	i	i	i	i
CCOC(=O)C1=C(C)N(C)C(=S)NC1c1ccccc1 (configuration not stated)	i	i	i	i	i	-2	i	i	i	i	i
O=C(COC(=O)CCc1c[nH]c2ccccc12)NCc1ccc2c(c1)OCO2	i	i	i	i	i	-17	i	i	i	i	i
CCn1c(SCC(=O)N2CCOCC2)nnc1C(C)NC(=O)c1ccccc1 (configuration not stated)	i	i	i	i	i	0	i	i	i	i	i
Cc1cnc(C(=O)OCC(=O)NCc2ccccc2)cn1	i	i	i	i	i	2	i	i	i	i	i
O=C(CCc1nc2ccccc2[nH]1)Nc1ccccc1F	i	i	i	i	i	-5	i	i	i	i	i
CC(C)C(C)NC(=O)COc1ncnc2sccc12 (configuration not stated)	i	i	i	i	i	0	i	i	i	i	i
CCOC(Cn1c(SCC(=O)Nc2cc(C)on2)nc2ccccc2c1=O)OCC	i	i	i	i	i	-4	i	i	i	i	i
CC1CN(C)C(C)c2c1oc1ccc([N+](=O)[O-])cc21 (configuration not stated)	i	i	i	i	115*	-4	i	i	i	i	i
O=[N+]([O-])c1ccccc1CN1CCN(c2ncccn2)CC1	i	i	i	i	i	3	i	i	i	i	i
SMILES	TRPC4 inh	MrgX1 antag	MrgX1 agonist	TRPC6 act	TRPC4 act	SKKanGAS inh	TMEM16A inh	TMEM16A act	TRPC4 PAM	TRPC6 inh	MrgX1 allo act
Cc1cc(C)cc(SCc2noc(C(=O)NCCCN3CCOCC3)c2C(=O)NCCCN2CCOCC2)c1	i	i	i	i	i	-4	i	i	i	i	i
O=C(N/N=C\c1cc([N+](=O)[O-])ccc1N1CCCC1)c1ccccn1	i	i	i	i	i	8	i	i	i	i	i
COc1ccc(OC)c(CNC(=O)CCc2nc(-c3cccs3)no2)c1	i	i	i	i	i	-2	i	i	i	i	i
Cc1ccoc1C(=O)N1CCCC(CO)(Cc2ccc(F)cc2)C1 (configuration not stated)	i	i	i	i	i	1	i	i	i	i	i
CCN(CC)S(=O)(=O)c1ccc(NC(=O)COc2c(OC)cccc2OC)cc1	i	i	i	i	i	-4	i	i	i	i	i
COc1cccc(C(=O)C(C#N)=C(SC)SC)c1	i	i	i	i	i	2	i	i	i	i	i
O=C(CCCCCCN1C(=O)c2ccccc2C1=O)NC1CCCCC1	i	i	i	i	i	3	i	i	i	i	i
O=C(C=C1NCCN1)c1ccccc1	i	i	i	i	i	-2	i	i	i	i	i
NS(=O)(=O)c1ccc(NC(=S)NC(=O)c2ccc(Br)o2)cc1	i	i	i	i	i	1	i	i	i	i	i
O=C(OCc1nc2ccccc2[nH]1)C1CCCCC1	i	i	i	i	i	x	i	i	i	i	i
CCCCNC(=O)C(=O)NCCCn1ccnc1	i	i	i	i	i	-9	i	i	i	i	i
c1cncc(-c2nnc(-c3cccs3)o2)c1	i	i	i	i	i	4	i	i	i	i	i
O=C(Nc1ccc(N2C(=O)CCC2=O)cc1Cl)c1cccs1	i	i	i	i	i	-8	i	i	i	i	i
CCN1C(=O)S/C(=C\c2ccc(N3CCOCC3)cc2C)C1=O	i	i	i	i	i	-4	i	i	i	i	i
COc1ccc(Cl)cc1NC(=O)CN(C)CC(=O)NC(C)c1ccccc1 (configuration not stated)	i	i	i	i	i	1	i	i	i	i	i
O=C(c1cccs1)N1CCN(c2nc3c(F)cc(F)cc3s2)CC1	i	i	i	i	i	-5	i	i	i	i	i
O=c1[nH]c(/C=C/c2ccccc2Cl)c([N+](=O)[O-])c(=O)[nH]1	i	i	i	i	i	6	i	i	i	i	i
CCN(CC)CCNC(=O)Cn1cnc2sc(C)c(S(=O)(=O)N3CCN(c4ccccc4OC)CC3)c2c1=O	i	i	i	i	i	-1	i	i	i	i	i
COc1ccc(NC(=O)c2cc(S(=O)(=O)N(Cc3ccccc3)c3ccccc3)ccc2Cl)cn1	i	i	i	i	i	4	i	i	i	i	i
Cc1nn(C)c(Oc2cccc(C(F)(F)F)c2)c1C=O	i	-5.9*	i	i	i	-2	i	i	i	i	i
CC(c1ccccc1)C1C(C#N)=C(N)SC(N)=C1C#N (configuration not stated)	i	i	i	i	i	-1	i	i	i	i	i
COc1cccc(OCC(O)CN2CCN(c3ncccn3)CC2)c1 (configuration not stated)	i	i	i	i	i	-1	i	i	i	i	i
O=C(CCNS(=O)(=O)c1ccc(Br)s1)N1CCCCC1	i	i	i	i	i	3	i	i	i	i	i
O=c1c(C(c2ccccc2)c2c(O)nc3n(c2=O)CCS3)c(O)nc2n1CCS2	i	i	i	i	i	-1	i	i	i	i	i
COc1ccc(-n2nc(C(=O)NCC(=O)N3CCN(c4ccccc4F)CC3)c3ccccc3c2=O)cc1OC	i	i	i	i	i	1	i	i	i	i	i

Some entries already given, limited to TMEM16A act and MrgX1 agonist:
smiles	TMEM16A act	MrgX1 agonist
NS(=O)(=O)c1ccc(NC(=S)NC(=O)c2ccc(Br)o2)cc1	i	i
O=C(OCc1nc2ccccc2[nH]1)C1CCCCC1	i	i

(cont.)
SMILES	TRPC4 inh	MrgX1 antag	MrgX1 agonist	TRPC6 act	TRPC4 act	SKKanGAS inh	TMEM16A inh	TMEM16A act	TRPC4 PAM	TRPC6 inh	MrgX1 allo act
N/C(Cc1cccs1)=N\OC(=O)COc1ccccc1Cl	i	i	i	i	i	13	i	i	i	i	i
Cc1cc(C)cc(N(CC(=O)N2CCC(C)CC2)S(C)(=O)=O)c1	i	i	i	i	i	7	i	i	i	i	i
CCN(CC)C(=N)N1c2ccccc2CCC1C (configuration not stated)	i	i	i	i	i	-6	i	i	i	i	i
CCCc1nnc(NC(=O)Cn2cnc3ccccc3c2=O)s1	i	i	i	i	i	2	i	i	i	i	i
O=C(NCCc1ccc(Cl)cc1)c1cccnc1	i	i	i	i	i	-4	i	i	i	i	i
O=C(NCc1ccccc1)N1CCn2c(nc3ccccc32)C1	i	i	i	i	i	0	i	i	i	i	i
O=C(CCN1C(=O)/C(=C/C=C/c2ccccc2)SC1=S)Nc1ccccn1	i	i	i	i	i	5	i	i	i	i	i
CCN(CC)S(=O)(=O)c1ccc(NC(=O)c2cnc(C)cn2)cc1	i	i	i	i	i	-4	i	i	i	i	i
O=C(CCn1c(=S)oc2ccccc21)Nc1cc([N+](=O)[O-])ccc1F	i	i	i	i	i	4	i	i	i	i	i
Cc1cc(C(=O)N2CCCC(N3CCN(c4cccc(C(F)(F)F)c4)CC3)C2)c(C)o1 (configuration not stated)	i	i	i	i	i	3	i	i	i	i	i
Cc1cc(C)c(C(=O)/C=C/c2cccc3ccccc23)c(=O)[nH]1	i	i	i	i	i	-2	i	i	i	i	i
CC1CC(NC(=O)c2cnc3n(c2=O)CCS3)CC(C)(C)C1 (configuration not stated)	i	i	i	i	i	-10	i	i	i	i	i
Cc1nn(C2CCCCC2)c(N)c1-c1ccccc1	i	i	i	i	i	5	i	i	i	i	i
O=[N+]([O-])c1cccc(CN2CCN(c3cccc4[nH]ccc34)CC2)c1	i	i	i	i	i	4	i	i	i	i	i
O=C(NCCCl)Nc1ccc(Cl)c([N+](=O)[O-])c1	i	i	i	i	i	-3	i	i	i	i	i
Nc1ncnc(Sc2ncccn2)c1[N+](=O)[O-]	i	x	x	i	i	-5	x	i	i	i	x
COc1cc(/C=N/NC(=O)CCn2nnc3ccccc32)ccc1O	i	i	i	i	i	-14	i	i	i	i	i
COc1ccccc1/C=N/OC(=O)c1ccc(C)cc1	i	i	i	i	i	-5	i	i	i	i	i
O=S(=O)(NOCc1ccc(Cl)cc1)c1ccc(Cl)cc1	i	i	i	i	i	-4	i	i	i	i	i
COc1ccc(C2=NN3C(C2)c2ccccc2OC32C(=O)N(C)c3ccccc32)cc1 (configuration not stated)	i	i	i	i	i	11	i	i	i	i	i
COc1cc(/C=N/NC(=O)c2cccnc2)ccc1OCC(=O)Nc1c(C)cc(C)cc1C	i	i	i	i	i	4	i	i	i	i	i
